Compound activity (PubChem BioAssay)
PERK inhibitor: blocks human PERK kinase; CHO PERK-DD fusion, SEAP luminescence translation reporter; inhibition, % at 5.6 µM; 220,000 tested, 0.17% active; AID 1416;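 active = inhibition above the mean inhibition of all tested compounds plus 3 SD, set separately per screening campaign, cut at about 2.9% in these data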;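 also: PERK kinase domain activated by AP20187 dimerizer at 100 nM; 0% = DMSO with dimerizer and 100% = rapamycin at 8.4 µM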
Rad51 HR inh: Rad51 (human) homologous recombination inhibition. hRad51 DNA strand exchange, fluorescence dequenching. inhibition, % at 10 µM. 200,000 tested, 0.085% active. AID 1385;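 active = inhibition above 40% at the single screening dose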;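 also: 0% = DMSO control wells and 100% = blanks with heterologous ssDNA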
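System: hRad51 filaments on single-stranded DNA; reagent: Fluorescein- and BHQ1-tagged 47-mer duplex; compound dosing: one concentration, 10 µM final; timing: filaments 15 min 37 °C, then compound 30 min; measured by: fluorescein emission 520 nm, excitation 485 nm; benchmarks: per-plate controls and blanks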
TNF necrop inh: inhibitors of TNF-alpha induced necroptosis in Jurkat FADD-/- cells. Jurkat FADD-/- TNF necroptosis rescue, ATP luminescence, 24 h; 0 = TNF only, 100 = no-TNF cells. activation (protection from cell death), % at 10 µM. 220,000 tested, 0.068% active. AID 463075;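 active = activation, meaning protection from cell death, of at least 50% relative to plate controls; inactive = activation below 50%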;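 also: necroptosis triggered by 40 ng/mL TNF-alpha added together with compound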
Mdm2 ligase inh: Mdm2 E3 ligase (human) inhibition. signal enhancement, % at 5 µM. Q00987. cell-based MDM2 ubiquitination luciferase reporter, 2 h; 0 = plate control, 100 = twice control, blank-subtracted. 210,000 tested, 0.11% active. AID 1230;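 active = signal enhancement of 30% or more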;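 also: luminescence tracks abundance of the self-degrading MDM2-luciferase fusion protein; higher signal means inhibition of MDM2 E3 ligase activity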
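Material: Stable MDM2–luciferase fusion reporter cells | Amount: 2000 cells seeded into each well | Dosing: One concentration, 5 µM, with 0.2% DMSO | Incubation: 4 h cell settling then 2 h compound exposure, 37 °C | Measured by: Luciferase luminescence | Read-out basis: % enhancement relative to plate controls after blank subtraction | Benchmarks: Control and blank well means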
EBV gp42 block: blocks Epstein-Barr virus glycoprotein 42 binding; Fluorescence polarization binding assay, mP read-out; inhibition, % (tested at 21.74 µM); 220,000 tested, 0.42% active; in the data active = inhibition above about 50%
eIF4E 4G PPI: eIF4E/eIF4G interaction inhibition in translation initiation | P63073+Q04637 | TR-FRET eIF4E-eIF4GI(517-606) binding, 2 h | inhibition, % at 21.7 µM | 220,000 tested, 0.37% active;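 active = inhibition above about 30%, limit read from the data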;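 also: 0% = full FRET control wells and 100% = background wells lacking eIF4GI fragment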
Cl transport mod: modulates chloride dependent transport by human KCC2. KCC2 cells, thallium flux FluoZin-2 fluorescence. 190,000 tested, 2.2% active. B-score of Tl+ flux slope (higher = more flux/activation; lower = inhibition) at 10 µM. AID 1456;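 active = thallium flux slope and its plate-corrected score both differing from the plate sample mean at a set confidence after two filtering rounds, in either direction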;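 also: slope of fluorescence scaled to starting intensity during 10 to 20 s after thallium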
Target sequence (Q9H2X9 whole entry, looked up): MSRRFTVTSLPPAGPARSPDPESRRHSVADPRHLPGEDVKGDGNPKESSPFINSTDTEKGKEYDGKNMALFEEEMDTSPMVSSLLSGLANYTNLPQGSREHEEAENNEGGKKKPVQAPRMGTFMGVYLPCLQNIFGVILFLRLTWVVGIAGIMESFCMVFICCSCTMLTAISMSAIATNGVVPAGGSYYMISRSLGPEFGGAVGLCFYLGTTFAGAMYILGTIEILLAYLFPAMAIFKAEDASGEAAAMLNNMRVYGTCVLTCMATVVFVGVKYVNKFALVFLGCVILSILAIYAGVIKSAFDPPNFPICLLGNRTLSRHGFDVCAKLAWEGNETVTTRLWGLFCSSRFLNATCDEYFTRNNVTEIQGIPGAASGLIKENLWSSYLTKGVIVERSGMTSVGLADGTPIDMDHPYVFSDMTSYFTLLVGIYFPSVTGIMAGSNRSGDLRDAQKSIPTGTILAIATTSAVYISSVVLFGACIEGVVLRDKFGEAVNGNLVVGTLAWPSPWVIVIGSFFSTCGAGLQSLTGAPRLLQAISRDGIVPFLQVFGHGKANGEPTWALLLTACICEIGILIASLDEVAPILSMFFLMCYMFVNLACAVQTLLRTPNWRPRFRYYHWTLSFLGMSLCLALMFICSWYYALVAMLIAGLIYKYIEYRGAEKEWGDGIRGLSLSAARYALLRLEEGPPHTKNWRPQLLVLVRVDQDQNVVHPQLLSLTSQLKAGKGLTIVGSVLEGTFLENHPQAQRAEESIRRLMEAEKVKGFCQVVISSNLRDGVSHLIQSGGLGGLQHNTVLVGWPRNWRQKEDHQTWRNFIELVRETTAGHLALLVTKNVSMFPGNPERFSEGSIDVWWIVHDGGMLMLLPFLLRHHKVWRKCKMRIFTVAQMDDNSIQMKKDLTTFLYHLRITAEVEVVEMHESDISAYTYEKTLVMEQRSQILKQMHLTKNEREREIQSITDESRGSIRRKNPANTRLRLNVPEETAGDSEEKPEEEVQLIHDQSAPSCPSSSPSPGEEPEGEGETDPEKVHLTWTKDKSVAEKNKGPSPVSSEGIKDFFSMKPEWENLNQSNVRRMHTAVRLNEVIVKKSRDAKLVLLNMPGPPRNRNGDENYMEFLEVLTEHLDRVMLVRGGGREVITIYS
Calpain2 inh: calpain II (pig) inhibition; purified calpain II, fluorogenic peptide substrate, 30 min; inhibition, % at 16 µM; 220,000 tested, 0.37% active; AID 1236;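 active = inhibition above about 50%, limit read from the data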
zVAD death inh: L929 zVAD cell death inhibition | 220,000 tested, 0.38% active | viability rescue, % at 10 µM | AID 1377 | L929 zVAD necroptosis rescue, ATP luminescence, 24 h; with zVAD 60 µM;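 active = activation, scaled between plate controls, above about 75%, limit read from the data; inactive = activation under that limit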;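 also: 0% = zVAD with DMSO and 100% = DMSO alone without zVAD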
The depositor's hits bear a star; . = no result given; [ ] = dose if it differs, or a comment. The list is partial. The share of hits here may be higher or lower than overall.

SMILES | PERK inhibitor | Rad51 HR inh | TNF necrop inh | Mdm2 ligase inh | EBV gp42 block | eIF4E 4G PPI | Cl transport mod | Calpain2 inh | zVAD death inh
Cc1cc(C)n2nc(C)[n+](C)c2n1 | 1.3 | 15 | -3.0 | -16 | -1 | 11[fluorescence artefact?] | 0.039 | 33 | 0.1
O=C1CC(C(=O)N2CCC3(CC2)OCCO3)CN1CCc1ccccc1 (configuration not stated) | 0.7 | 12 | 1.0 | 8 | -9 | 0 | . | -5 | 0.8
CCOC(=O)C1=CC(=C2C(=O)N(CC)C(=S)N(CC)C2=O)c2ccccc2O1 | -0.1 | 0 | -0.6 | -9 | 1 | 0 | 0.007 | -15 | 1.0
COc1ccc(-n2c(O)c(C(C)=Nc3ccc4c(c3)CCC4)c(=O)[nH]c2=O)cc1 | 1.1 | 3 | -1.8 | -18 | -1 | 2 | -0.022 | -6 | 2.0
Clc1ccc2c(c1)C(OC1CN3CCC1CC3)c1ccccc1CS2 (configuration not stated) | -0.9 | -1 | -2.1 | 19 | 0 | 2 | 0.71 | -14 | -1.6
CCCCCn1c(=O)c(C(=O)Nc2ccccc2S(N)(=O)=O)c(O)c2ccccc21 | 0.2 | 9 | -4.2 | -14 | -11 | 1 | -1.5 | -93 | 0.2
NCC(CC(=O)O)C1CCCCC1 (configuration not stated) | 0.2 | 4 | 1.7 | 12 | -5 | . | . | -24 | 0.7
C[C@H]1CC[C@H]2NCCN[C@H]2C1 | 3.1* | -15 | 1.0 | -10 | -25 | 3 | -0.14 | 14 | 0.5
CN1CCN(c2ccc([N+](=O)[O-])c(N3CCCCC3)c2)CC1 | 0.7 | -1 | 1.4 | 0 | -5 | -5 | -1 | -16 | 2.0
COc1ccc(-c2nc(CS(=O)CC(=O)N3CCC4(CC3)OCCO4)c(C)o2)cc1 (configuration not stated) | -0.7 | -6 | -0.3 | -8 | -14 | 7 | . | 7 | -0.7
CCC(=Nc1ccc(OC)cc1OC)c1c(O)[nH]c(=O)[nH]c1=O | 0.2 | -2 | -9.6 | 2 | -8 | 5 | . | -9 | 0.0
CC(=NCCCn1ccnc1)c1c(O)n(-c2ccccc2)c(=O)[nH]c1=O | 0.0 | 18 | -0.8 | -3 | -19 | 3 | 1.2 | -25 | 0.3

Rewritten as tab-separated lines: 9 of the compounds above
mol	PERK inhibitor	Rad51 HR inh	TNF necrop inh	Mdm2 ligase inh	EBV gp42 block	eIF4E 4G PPI	Cl transport mod	Calpain2 inh	zVAD death inh
Cc1cc(C)n2nc(C)[n+](C)c2n1	1.3	15	-3.0	-16	-1	11[fluorescence artefact?]	0.039	33	0.1
O=C1CC(C(=O)N2CCC3(CC2)OCCO3)CN1CCc1ccccc1 (configuration not stated)	0.7	12	1.0	8	-9	0	.	-5	0.8
CCOC(=O)C1=CC(=C2C(=O)N(CC)C(=S)N(CC)C2=O)c2ccccc2O1	-0.1	0	-0.6	-9	1	0	0.007	-15	1.0
COc1ccc(-n2c(O)c(C(C)=Nc3ccc4c(c3)CCC4)c(=O)[nH]c2=O)cc1	1.1	3	-1.8	-18	-1	2	-0.022	-6	2.0
Clc1ccc2c(c1)C(OC1CN3CCC1CC3)c1ccccc1CS2 (configuration not stated)	-0.9	-1	-2.1	19	0	2	0.71	-14	-1.6
CCCCCn1c(=O)c(C(=O)Nc2ccccc2S(N)(=O)=O)c(O)c2ccccc21	0.2	9	-4.2	-14	-11	1	-1.5	-93	0.2
NCC(CC(=O)O)C1CCCCC1 (configuration not stated)	0.2	4	1.7	12	-5	.	.	-24	0.7
C[C@H]1CC[C@H]2NCCN[C@H]2C1	3.1*	-15	1.0	-10	-25	3	-0.14	14	0.5
CN1CCN(c2ccc([N+](=O)[O-])c(N3CCCCC3)c2)CC1	0.7	-1	1.4	0	-5	-5	-1	-16	2.0

Carrying on:
SMILES | PERK inhibitor | Rad51 HR inh | TNF necrop inh | Mdm2 ligase inh | EBV gp42 block | eIF4E 4G PPI | Cl transport mod | Calpain2 inh | zVAD death inh
Clc1ccc(N2CCNCC2)nn1 | 0.3 | -3 | 3.7 | -11 | -4 | -3 | 0.34 | -27 | 5.9
NNC(=O)c1ccc(Cl)cc1 | 0.5 | 0 | 1.4 | -9 | -15 | 1 | 4.3* | 8 | 0.5
Cc1ccc(N2C(=O)NC(=O)C(CCc3ccccn3)(Cc3ccc(F)cc3)C2=O)cc1 (configuration not stated) | 0.6 | -11 | 0.4 | -20 | -20 | -1 | -1.8 | 29 | 0.1
Cc1cc(C)cc(N2C(=O)NC(=O)/C(=C/c3cccn3-c3ccc(Cl)cc3)C2=O)c1 | 0.7 | . | -5.9 | . | -39 | -7 | 0.084 | -12 | -0.5
CN1CCN(Cc2nc3ccccc3c(=O)[nH]2)CC1 | -0.1 | 1 | -0.9 | . | -13 | 7 | 0.66 | 24 | 0.1
CC(=O)c1ccc2c(c1)OCO2 | 0.7 | 0 | 0.1 | 2 | -19 | 1 | -0.17 | -7 | 0.4
C=CCN=C(SCC(=O)c1ccc(Cl)cc1)c1c(O)n(C)c(=O)n(C)c1=O | -1.8 | 7 | -3.1 | -9 | 4 | -9 | -0.82 | 1 | 1.4
CCCNC(=O)c1c(N)n(Cc2ccco2)c2nc3ccccc3nc12 | -0.4 | -25 | -1.3 | -7 | 2 | -2 | -1.5 | -489 | -0.5
CCC(=NCCO)c1c(O)n(-c2ccc(Cl)cc2)c(=O)[nH]c1=O | 0.2 | -11 | 0.3 | 10 | -7 | 0[fluorescence artefact?] | . | -5 | 0.7
CCOC(=O)c1cc(C(O)(C(=O)OC)C(F)(F)F)c(/N=C/N(C)C)o1 (configuration not stated) | 0.5 | -4 | -1.1 | -7 | -16 | -2 | 0.75 | -8 | -0.4
O=C(NC(=O)c1c(F)cccc1F)Nc1cc(Cl)c(F)c(Cl)c1F | 1.4 | 17 | 6.3 | -12 | -16 | 5 | -0.19 | 10 | 0.2
CCOc1cc(/C=C2\C(=O)NC(=O)N(CCc3ccc(F)cc3)C2=O)ccc1O | 0.7 | . | -1.5 | . | -6 | 2 | -0.052 | -18 | -0.6
CC(C)n1c(=O)c(C=Nc2ccc(Cl)cc2)c(O)n(Cc2ccco2)c1=O | 0.5 | -25 | 0.4 | -26 | -36 | 1[fluorescence artefact?] | -0.3 | -252 | -0.2
CC(=O)Cc1ccc(OC(C)C)cc1 | 2.2 | 7 | -0.1 | -2 | -4 | -2 | 0.91 | -1 | 0.0
C/C(=N/OC(=O)N(C)C)c1ncc(C(F)(F)F)cc1N1CCOCC1 | -0.8 | -1 | 1.0 | -26 | -5 | 2 | . | -3 | 0.2
Cc1ccc(N2C(=O)NC(=O)/C(=C/C=C/c3ccco3)C2=O)cc1 | 0.6 | -43 | -12 | -11 | -166 | 4[fluorescence artefact?] | -0.29 | 3 | 0.6
FC(F)(F)c1ccc2c(c1)NP(=S)(N1CCOCC1)c1nccn1-2 (configuration not stated) | 0.9 | -2 | -7.2 | -5 | -12 | 2[fluorescence artefact?] | 0.043 | -1 | 3.6
CC1=CC(=C2C(=O)NC(=S)NC2=O)C=C(C(F)(F)F)N1Cc1ccccc1 | -0.8 | -31 | -9.0 | -3 | 6 | -5 | 0.86 | -4 | -2.8
COc1ccccc1N1CCN(Cc2c(F)cccc2F)CC1 | 0.7 | 0 | -0.4 | -11 | -7 | -3[fluorescence artefact?] | -1.5 | 31 | 0.1
CCOP(=O)(OCC)C(Cc1ccccc1)NC(C)=O (configuration not stated) | 1.0 | . | 1.1 | -3 | -4 | -2 | 0.0029 | -4 | 0.4
CCOP(=O)(OCC)c1cc(CC)ccc1O | 1.5 | 14 | -0.3 | -14 | -18 | 3 | . | -2 | -1.3
Cn1cccc1/C=C1/C(=O)NC(=O)N(Cc2ccccc2)C1=O | 0.0 | 0 | -1.2 | -6 | 27 | 4[fluorescence artefact?] | 0.78 | -1 | 0.4
Cc1nc2ccccc2n1C1CCN(Cc2nnnn2CCc2ccccc2)CC1 | -1.4 | -13 | 0.3 | -8 | -1 | 8[fluorescence artefact?] | -1.9 | 8 | 1.2
Cc1c(CCN)ccc2c1[nH]c1ccccc12 | -0.2 | -20 | -9.1 | -15 | -15 | -1 | -2.5 | 4 | -0.3
O=C(O)c1cccc2c1NC(c1cccc([N+](=O)[O-])c1)C1CC(Sc3ccccc3[N+](=O)[O-])C(Cl)C21 (configuration not stated) | 0.2 | 10 | -1.2 | -3 | 10 | 35* | -3 | 3 | 1.4
CCCCCn1c(=O)c(C(=O)NCc2ccco2)c(O)c2ccccc21 | 0.4 | 4 | -0.8 | 2 | -21 | 0 | 0.67 | -17 | 23
Cc1cc(Cl)nc(N)n1 | 0.1 | . | -0.1 | -2 | -1 | -1[fluorescence artefact?] | 0.011 | 17 | 0.3
CC(N)C(=O)c1ccco1 (configuration not stated) | -0.3 | -1 | -0.5 | . | -24 | 1 | -0.26 | -26 | 0.2
O=C1NC(=O)N(Cc2ccco2)C(=O)/C1=C\c1ccc(-c2ccc(F)cc2)o1 | 1.1 | -73 | -1.3 | -1 | 7 | -6 | 0.26 | -30 | 0.2
Cc1ccc(C2=CCNCC2)cc1 | -0.1 | -2 | 2.1 | -19 | -3 | 2 | 0.5 | -18 | 2.2
CCC(CC)C(=O)NC1CCSC1=O (configuration not stated) | 0.8 | -5 | -0.9 | -4 | 0 | 4 | -0.16 | 11 | -0.1
CC(=NCC1CCCO1)c1c(O)n(C2CCCCC2)c(=O)[nH]c1=O (configuration not stated) | -1.9 | 7 | 5.0 | -10 | -12 | 0 | -1.4 | 6 | 0.6
O=c1[nH]c2ccccc2c(=O)n1-c1cccc(Cl)c1 | 1.4 | 7 | -0.1 | -7 | 6 | 17 | 0.12 | -11 | 0.3
CC1CCCN(CC(=O)N2CCCc3ccccc32)C1 (configuration not stated) | -0.4 | 3 | 0.7 | . | -4 | 4 | 0.83 | 24 | 1.2
c1ccc(C2OCCN3CCCCC23)cc1 (configuration not stated) | 0.7 | . | 2.9 | 0 | -11 | 2[fluorescence artefact?] | 0.75 | -2 | 0.6
Cc1cccn2c(=O)c3c(nc12)N1CCC(Cc2ccccc2)CC1C1(C3)C(=O)N(C)C(=O)N(C)C1=O (configuration not stated) | -0.8 | -5 | -1.5 | -13 | -33 | -15 | . | -159 | 0.7
COc1ccc2c(c1O)[C@]13CCN(C)[C@H](C2)[C@@H]1CCC(=O)C3 | 0.7 | 18 | 1.1 | -5 | -16 | 3 | 0.88 | 2 | 0.5
COc1ccccc1N1CCN(Cc2cccc(OC)c2O)CC1 | -0.1 | 4 | -0.2 | -10 | 10 | 2[fluorescence artefact?] | 1.4 | 14 | -0.3
CCN(CC)CCOC(=O)c1ccc(N=Cc2c(O)[nH]c(=O)[nH]c2=O)cc1 | 0.8 | -37 | -0.3 | -18 | -104 | 7[fluorescence artefact?] | -0.4 | 16 | 0.2
CC1=C(C(=O)O)N2C(=O)C(NC(=O)Cc3ccccc3)C2SC1 (configuration not stated) | 0.8 | 11 | 2.3 | . | -15 | -3 | . | -8 | -0.8
